# Myeloid diff MLP: promotes myeloid progenitor differentiation; ER-HoxA9 myeloid progenitors, lysozyme-GFP differentiation, flow cytometry; calls only at 10 µM; actives 1% (n = 360,000);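 active = normalized GFP-positive differentiation at or above the plate's own cutoff, the solvent-only control mean plus 3 SD; inconclusive = no clear call, values can overlap the other calls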;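 also: cells exposed to compound for four days before flow analysis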
# UTI89 phage lysis: protection from phage-mediated lysis, alamar blue read-out – E. coli UTI89, K1F phage, bacterial capsule biogenesis inhibitors (AID 488966). E. coli UTI89 K1F phage lysis, alamar blue, 2 h; higher % means a stronger effect. inhibition, % at 100 µM, or IC50 in µM where a hit was titrated. actives 0.02% (n = 340,000);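 active = phage lysis inhibition, versus mean bacterial control, above a set limit; inconclusive = no clear call, values can overlap the other calls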;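 also: capsule biogenesis inhibitors block K1F phage lysis so surviving cells raise fluorescence; higher fluorescence means more inhibition of phage lysis; actives were called in the ten point dose series up to 300 µM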
# Myeloid diff MLP GFP+ MAC1+ %: second read-out of Myeloid diff MLP, no call of its own (marks repeat the call); GFP+ MAC1+ double positive, %; measured here: differentiation confirmed by MAC1 staining
# * marks the source's active call; other numbers are inactive results; i = inactive; ? = inconclusive; . = not tested or not shown; [ ] = dose if it differs, or a comment. These rows are one share of the data (hit frequency here may not be typical).
SMILES,Myeloid diff MLP,Myeloid diff MLP GFP+ MAC1+ %,UTI89 phage lysis
COCCC(=O)N1CCC(Oc2ccc(C(=O)N(C)Cc3cc(C)no3)cc2)CC1,i,0.8,2.2%[50 µM]
O=S(=O)(c1ccccc1)N1CCC2(CC1)OCCN2S(=O)(=O)c1cccs1,i,1.0,0.0%[50 µM]
O=C(O)c1cccc2c1Cc1cc([N+](=O)[O-])ccc1-2,i,0.7,-2.9%
Cc1csc(=O)n1CC(=O)OCC(=O)c1c(N)n(C)c(=O)n(C)c1=O,i,0.5,1.5%[50 µM]
CC[C@]12c3[nH]c4cc(-c5ccco5)ccc4c3CCN1C(=O)[C@@H](CC(=O)NCc1cccc(C(F)(F)F)c1)C[C@@H]2C(=O)N1CCN(C(=O)C2CC2)CC1,i,0.6,0.0%
Cc1ccc(NC(=O)COc2ccccc2)c(NC(=O)c2ccccc2C)c1,i,0.4,-0.2%
CC1(C)C(=O)Nc2ccccc2N1C(=O)COC(=O)COc1cccc(C(F)(F)F)c1,i,0.6,0.6%[50 µM]
COc1ccc(C(CCN2CCOCC2)c2c(OC)cc(OC)c3ccc(=O)oc23)cc1 (stereo unspecified),i,3.8,0.0%
O=C(CNC(=O)c1ccccc1)NCC(c1ccco1)N1CCCC1 (stereo unspecified),i,2.0,0.2%[50 µM]
Nc1cc(S(=O)(=O)O)cc2ccc(S(=O)(=O)O)cc12,i,0.9,1.7%
Cc1ccc(C)c(S(=O)(=O)NC2CCSC2=O)c1 (stereo unspecified),i,0.4,0.7%[50 µM]
NC(=O)NC(CC(=O)NNC(=O)c1ccccn1)c1ccc(Cl)cc1 (stereo unspecified),i,0.3,0.9%[50 µM]
Cc1cc(C)cc(N(CCC#N)C(=O)COC(=O)CN2C(=O)NC(C)(C)C2=O)c1,i,1.1,1.6%[50 µM]
CC(=O)Nc1ccc(C(=O)COC(=O)Cc2ccsc2)c(F)c1,i,1.1,-2.1%
COc1cc(CC(=O)OCC(=O)NC2CCCC2)cc(OC)c1OC,i,0.4,0.5%[50 µM]
FC(F)(F)c1ccccc1-n1c(-c2ccco2)n[nH]c1=S,i,0.2,0.3%
O=C1CCC/C=C\C[C@H](CC(=O)N(CCO)Cc2ccccc2)C(=O)N2CCC[C@@H]2CO1,i,1.4,1.7%
Cc1ccc(S(=O)(=O)N(C)C)cc1NC(=O)COC(=O)c1c(-c2ccccc2)noc1C,i,1.3,1.3%[50 µM]
CN(CC(=O)OCC(=O)NC1CCCC1)S(=O)(=O)c1ccc(Cl)cc1,i,1.4,0.8%[50 µM]
O=C(c1ccccc1)c1ccc2ccccc2c1,i,0.7,-3.5%
O=C(c1ccccc1)c1ccc(O)c(O)c1O,i,2.5,-1.4%
COC(=O)[C@]1(Cc2ccccc2)N[C@H](c2ccc(-c3ccccc3)cc2)[C@@H]2C(=O)N(C)C(=O)[C@@H]21,i,1.4,0.7%
CSCCOC(=O)C1=C(C)NC(=O)NC1c1ccc2c(c1)OCO2 (stereo unspecified),i,0.5,0.6%
COc1ccc(S(=O)(=O)N2CCCCC2)cc1NC(=O)CNc1ccccc1C(C)=O,i,0.5,0.4%[50 µM]
Cc1cccc(C)c1NC(=O)CN1C(=O)C2CC=CCC2C1=O (stereo unspecified),i,0.6,0.8%[50 µM]
O=C(CN1C(=O)c2ccc([N+](=O)[O-])cc2C1=O)NC1CCCCCC1,i,0.8,1.1%[50 µM]
N#Cc1ccc(Oc2ccc(C#N)c(C#N)c2)cc1C#N,i,1.3,-1.9%
Cc1ccc(S(=O)(=O)N(C)C)cc1NC(=O)C(C)OC(=O)C1CCCCC1 (stereo unspecified),i,1.1,2.2%
O=C(COC(=O)/C=C/c1cccc(Cl)c1)Nc1cccc(S(=O)(=O)NC2=NCCC2)c1,i,0.2,-0.2%[50 µM]
Cn1cnc(C(=O)N2CCN(c3ccccc3)CC2)c1C(=O)N1CCN(c2ccccc2)CC1,i,1.2,0.2%
O=C(C=Cc1ccccc1)c1cc(Br)ccc1O,i,0.3,-1.4%
CCCn1c(SCC(=O)Nc2cc(C(=O)O)ccc2C)nc2sc3c(c2c1=O)CCC3,i,1.1,0.8%[50 µM]
COc1ccc2ccc3ccc(OC)c(OC(C)=O)c3c2c1,?,.,0.3%
COc1cccc(-c2ccc3ncnc(NCc4ccc5c(c4)OCO5)c3c2)c1,i,0.8,2.5%
c1ccc(CCc2ccccn2)cc1,i,0.7,-0.8%
Cc1ccc(S(=O)(=O)Nc2ccc(-c3ccc4nncn4n3)cc2)cc1,i,0.7,0.1%[50 µM]
CC(C)[C@H]1COCCS(=O)(=O)N1Cc1cccc(Cl)c1,i,1.8,1.1%
COc1cccc(CN(C)C(=O)CSCC(=O)Nc2cccc(C)c2)c1OC,i,0.5,0.2%[50 µM]
CCOC(=O)Sc1nc2ncncc2[nH]1,i,0.4,-1.0%
CC(C)(C)c1ccc(C(=O)O[C@H]2[C@H](Cc3ccccc3)NS(=O)(=O)[C@H]3C[C@@H]4C=C[C@]23O4)cc1,i,1.0,0.6%

# Part of the list above in order of SMILES length, smallest number first:
SMILES,Myeloid diff MLP,Myeloid diff MLP GFP+ MAC1+ %,UTI89 phage lysis
c1ccc(CCc2ccccn2)cc1,i,0.7,-0.8%
CCOC(=O)Sc1nc2ncncc2[nH]1,i,0.4,-1.0%
O=C(c1ccccc1)c1ccc(O)c(O)c1O,i,2.5,-1.4%
O=C(C=Cc1ccccc1)c1cc(Br)ccc1O,i,0.3,-1.4%
COc1ccc2ccc3ccc(OC)c(OC(C)=O)c3c2c1,?,.,0.3%
CC(C)[C@H]1COCCS(=O)(=O)N1Cc1cccc(Cl)c1,i,1.8,1.1%
COc1cccc(CN(C)C(=O)CSCC(=O)Nc2cccc(C)c2)c1OC,i,0.5,0.2%[50 µM]
Cc1ccc(S(=O)(=O)Nc2ccc(-c3ccc4nncn4n3)cc2)cc1,i,0.7,0.1%[50 µM]
COc1cccc(-c2ccc3ncnc(NCc4ccc5c(c4)OCO5)c3c2)c1,i,0.8,2.5%
Cc1ccc(S(=O)(=O)N(C)C)cc1NC(=O)C(C)OC(=O)C1CCCCC1 (stereo unspecified),i,1.1,2.2%
COc1ccc(S(=O)(=O)N2CCCCC2)cc1NC(=O)CNc1ccccc1C(C)=O,i,0.5,0.4%[50 µM]
Cn1cnc(C(=O)N2CCN(c3ccccc3)CC2)c1C(=O)N1CCN(c2ccccc2)CC1,i,1.2,0.2%
O=C(COC(=O)/C=C/c1cccc(Cl)c1)Nc1cccc(S(=O)(=O)NC2=NCCC2)c1,i,0.2,-0.2%[50 µM]
COC(=O)[C@]1(Cc2ccccc2)N[C@H](c2ccc(-c3ccccc3)cc2)[C@@H]2C(=O)N(C)C(=O)[C@@H]21,i,1.4,0.7%
CC(C)(C)c1ccc(C(=O)O[C@H]2[C@H](Cc3ccccc3)NS(=O)(=O)[C@H]3C[C@@H]4C=C[C@]23O4)cc1,i,1.0,0.6%

# Pulled by structure from the list above:
SMILES,Myeloid diff MLP,Myeloid diff MLP GFP+ MAC1+ %,UTI89 phage lysis
Cc1cccc(C)c1NC(=O)CN1C(=O)C2CC=CCC2C1=O (stereo unspecified),i,0.6,0.8%[50 µM]
COc1cccc(-c2ccc3ncnc(NCc4ccc5c(c4)OCO5)c3c2)c1,i,0.8,2.5%

# (next part)
SMILES,Myeloid diff MLP,Myeloid diff MLP GFP+ MAC1+ %,UTI89 phage lysis
CC(C)CN1CC(C)C(=O)N(c2ccccc2)C1=O (stereo unspecified),i,1.0,-1.1%
CC(C)C[C@H]1CNC(=S)N1CC1CCCN1C[C@H](CC(C)C)N1C[C@H](CC(C)C)N(CC2CCCCCC2)C1=S (stereo partly specified),i,0.9,0.3%
Cc1nc2ccc(NC(=O)CS(=O)(=O)c3ccc(F)cc3)cc2s1,i,1.1,1.3%[50 µM]
COc1ccccc1CC(=O)OC(C)C(=O)Nc1ccc(S(=O)(=O)N2CCCCC2)cc1 (stereo unspecified),i,0.3,0.7%
COc1cc(OC)cc(-c2c(C#Cc3ccsc3)c3cc(-c4ccc5cc[nH]c5c4)ccc3n2C)c1,i,1.3,0.0%
CCC(CO)Oc1cc(NC(=O)c2ccc(F)cc2)c2ncn(C(C)C)c2c1 (stereo unspecified),i,1.4,1.2%
CCCCCC1C(=O)C[C@@H]2CCN3C(=O)CCC[C@H]1[C@H]23 (stereo partly specified),i,0.9,0.3%
CCc1ccc(NC(=O)CSc2nc(=O)n(CCCN(C)C)c3c2CCC3)cc1,i,0.8,1.3%[50 µM]
CC(=O)Nc1ccc(S[C@@H](CCN2CC[C@H](O)CCC2=O)c2ccccc2)cc1,i,1.4,-0.6%
CCc1cccc2c(C(=O)COC(=O)[C@@H]3CC(O)CN3S(=O)(=O)c3ccccc3[N+](=O)[O-])c[nH]c12 (stereo partly specified),i,0.7,-2.0%
Cn1cnc2c(=O)sc3ccccc3c21,i,0.5,1.2%
CCOC(=O)c1c(C)[nH]c(C(=O)Nc2cc(OCC)c(N3CCOCC3)cc2OCC)c1C,i,0.2,0.6%[50 µM]
O=C(COc1ccc(Br)cc1Cl)NNC(=O)c1ccccc1,i,1.9,1.0%[50 µM]
C#CCN1C(C)=CC(=O)[C@@H](O)[C@H]1c1ccccc1Br,i,0.1,0.0%
[O-][N+](=Cc1ccccc1)c1ccc(Cl)cc1,?,.,-2.7%
O=C(CSc1nc2ccccc2o1)NCC1CCCO1 (stereo unspecified),i,0.7,0.9%[50 µM]
Cc1ccc(CNC(=O)C2CSC3(C)CCC(=O)N23)cc1 (stereo unspecified),i,0.8,0.5%
O=C(Nc1cccc(C(=O)N2CCOCC2)c1)C1CCCC1,i,1.5,0.0%
CCN(CC(=O)Nc1cc(S(=O)(=O)N2CCCCC2)ccc1C)Cc1ccccc1,i,1.3,-0.3%[50 µM]
CCN(CC)S(=O)(=O)c1ccc(/C=C/C(=O)OCC(=O)NNC(=O)c2ccc(OC)cc2)cc1,i,0.7,0.3%[50 µM]
CC(NC(=O)OCc1ccccc1)c1ccccc1 (stereo unspecified),i,0.6,1.1%
NC(=O)c1ccc(NC(=O)CN2C(=O)NC3(CCCCCCC3)C2=O)cc1,i,1.1,-6.0%
C#CCN1C(C)=C(C(=O)OC)C(c2cccc([N+](=O)[O-])c2)C(C(=O)OCC)=C1C (stereo unspecified),i,4.5,0.5%
O=C(Nc1ccc(Br)cc1)c1cnc[nH]1,i,0.6,0.2%
COc1ccc(Cl)cc1NC(=O)CN(C)C(=O)c1ccc2n[nH]nc2c1,i,0.9,0.9%[50 µM]
Cc1ccc(C)c(NC(=O)CN(C)C(=O)c2cc3ccccc3oc2=O)c1,i,0.6,0.2%[50 µM]
C=CC1=C(C(=O)O)N2C(=O)[C@@H](NC(=O)/C(=N/OCC(=O)O)c3csc(N)n3)[C@H]2SC1,i,2.0,-11.7%
CCOc1ccccc1C(=O)NCC(=O)NCCSc1ccc(Br)cc1,i,1.3,1.4%[50 µM]
COc1ccc(-c2cc(C(=O)N3CCC3)c3ccccc3n2)cc1OC,i,0.6,1.3%[50 µM]
COc1ccc(C(CNC(=O)c2cc3ccccc3cc2O)N2CCOCC2)cc1 (stereo unspecified),i,0.9,0.8%[50 µM]
O=C(COC(=O)c1ccccc1Br)NC(=O)NCc1ccccc1,i,0.1,0.0%[50 µM]
N#Cc1ccc(OCC(=O)OCC(=O)c2ccc[nH]2)cc1,i,0.6,0.9%[50 µM]
CCCCOc1ccc(C(=O)NCC(=O)NCCOc2ccccc2)cc1,i,1.4,0.5%[50 µM]
N#Cc1ccccc1OCC(=O)NNC(=O)CNC(=O)c1cccc(Br)c1,i,0.5,0.6%[50 µM]
CCOc1ccc(NS(=O)(=O)c2cc(C(=O)NCCCN3CCOCC3)ccc2C)cc1,i,0.6,0.4%[50 µM]
N#C/C(=C\c1ccc(O)c(O)c1)C(=O)NCc1ccccc1,i,1.1,0.7%
CCN(C[C@H]1N[C@@](Cc2ccccc2)(C(=O)OC)[C@H]2C(=O)N(C)C(=O)[C@@H]12)S(=O)(=O)c1ccc(OC(F)(F)F)cc1,i,1.8,0.3%
O=C(COC(=O)Cc1ccc(F)cc1)NC(=O)c1ccccc1,i,1.5,1.2%[50 µM]
COCCCN(C(=O)c1cc(Cl)nc2ccccc12)c1c(N)n(Cc2ccccc2)c(=O)[nH]c1=O,i,0.3,1.3%[50 µM]
C=CC[C@@H](CC(=O)N[C@@H](CO)Cc1ccccc1)C(=O)N[C@H](C)COC(=O)[C@@H](CC=C)Cc1ccc(F)cc1,i,3.0,-0.3%
O=C(O)CCn1c(=O)oc2cc(S(=O)(=O)N3CCCC3)ccc21,i,0.4,-0.6%
Nc1cc(C(=O)OCC(=O)c2ccc(CC(=O)N3CCOCC3)s2)ccc1Cl,i,0.3,-0.3%[50 µM]
